Statin myotox sup = protects C2C12 myotubes from simvastatin toxicity; ATP luminescence, 48 h; scaled: DMSO 0, geranylgeraniol control 100; rescue of ATP level, % at 7.49 µM; actives 0.78% (n = 330,000);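 active means mean ATP rescue above about 67%, or every replicate alone reaching that limit, limit read from the data, passing the limit was not always enough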;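 further: myotubes were challenged with 10 µM simvastatin during compound exposure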
S100A4 inh HTS = blocks human S100A4 binding to myosin IIA peptide | P26447 | inhibition, % at 10.7 µM | actives 0.14% (n = 360,000) | S100A4/TAMRA-MyoIIA peptide fluorescence polarization;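 active means mean inhibition of at least 70% across replicates, with every replicate also reaching that level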
Target sequence (P26447 whole entry, looked up): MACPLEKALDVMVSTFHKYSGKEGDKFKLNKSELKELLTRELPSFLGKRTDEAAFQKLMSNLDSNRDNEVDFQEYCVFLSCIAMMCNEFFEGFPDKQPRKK
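Material: S100A4 monomer protein | Medium: HEPES pH 7.2 with CaCl2, KCl, NaCl, DTT, Triton | Reagent: Labelled myosin peptide probe, 5 nM | Doses: One dose per compound | Times: 5 min incubation before reading | Benchmarks: Neutral control DMSO, positive control TFP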
Xi reactivation = activators of X-chromosome reactivation in mouse fibroblasts; XiGFP mouse fibroblasts, % GFP-positive cells imaging, 3 d; cells co-treated with 5-aza-dC sensitizer; scaled so ellipticine positive control = 100%; activation, % at 7.58 µM; actives 0.055% (n = 360,000); AID 743238;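 active means mean normalized replicate activation at least 10% and every replicate at or above 10%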;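 further: 0% = median of on-plate neutral control wells and 100% = ellipticine 6 µM median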
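Assay system – SV40-immortalized XiGFP fibroblast cells, line 68-5-11 · Buffer or medium – DMEM supplemented with 5-aza-dC as sensitizing agent · Dosing – one concentration, pinned · Benchmarks – positive control ellipticine, 6 µM final · Times – 3 days compound exposure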
PGC1a acetyl inh = lowers PGC1a acetylation signal in U2OS cells; AlphaScreen anti-acetyl-lysine; with virally co-expressed GCN5 acetyltransferase; inhibition, % at 15.6 µM; actives 0.17% (n = 350,000); AID 651687;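 active means every replicate shows inhibition of at least 40%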;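 further: 0% = neutral control wells and 100% = positive control wells; some results beyond the cut were filed as inactive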
SIRT5 inh = sirtuin-5 (human) deacylase inhibition; Q9NXA8; Purified SirT5, succinyl-peptide AMC, trypsin-coupled fluorescence; inhibition, % at 15 µM; actives 1.1% (n = 330,000); AID 652115; in the data active means inhibition above about 15%
Target sequence (Q9NXA8 whole entry, looked up): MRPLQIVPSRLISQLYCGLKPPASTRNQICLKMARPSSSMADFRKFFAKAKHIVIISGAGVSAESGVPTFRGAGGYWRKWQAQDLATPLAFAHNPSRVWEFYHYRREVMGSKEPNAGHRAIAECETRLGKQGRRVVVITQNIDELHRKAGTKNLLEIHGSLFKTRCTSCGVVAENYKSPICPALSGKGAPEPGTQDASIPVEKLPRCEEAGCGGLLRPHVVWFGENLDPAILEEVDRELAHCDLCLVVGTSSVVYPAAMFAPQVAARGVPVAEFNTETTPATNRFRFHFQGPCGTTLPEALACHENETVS
LGR2 inh = blocks bursicon-induced cAMP signaling via Drosophila LGR2 | inhibition, % at 9.99 µM | HEK293 LGR2, CRE-luciferase, bursicon-stimulated, 4 h | actives 0.35% (n = 380,000);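 active means drop in luminescence signal, shown as inhibition above about 50% in the replicate tests, limit read from the data, passing the limit was not always enough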;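 further: agonist challenge used bursicon conditioned medium at about half maximal strength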
ERAP1 HTS inh = inhibitors of human ERAP1 aminopeptidase; Q9NZ08; AID 652197; recombinant ERAP1, Leu-AMC fluorescence, 60 min; inhibition, % at 10.7 µM; actives 0.15% (n = 340,000);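 active means mean replicate inhibition of at least 30%, or all replicates individually reaching that 30% level; inactive means mean below 30% and not every replicate reaching it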;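 further: 0% = neutral control wells and 100% = L-leucinethiol positive control wells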
Cneo AK release = causes C. neoformans cell lysis | adenylate kinase release luminescence, 4 h; normalised: neutral wells 0, clomiphene wells 100 | actives 0.2% (n = 360,000) | AID 651654 | lysis activity, % at 15 µM;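 active means mean lysis activity across replicates of at least 80%, whatever share of replicates individually reach that level; inactive means mean lysis activity below 80%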
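Assay system: C. neoformans cells. Amount: yeast cell density of 5 × 10^6 cells/mL. Technique: AK luminescence. Buffer or medium: YPD. Times: static 4 h at 37 °C with compound, 1 h detection. Dosing: single-point compound dose. Read-out: lysis from increased AK signal.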
An asterisk follows results filed as active; · = no result given; & = joins results of further samples. A portion of the library (hit frequency here may not be typical).

1. O=C(/C=C/c1c(Cl)nc2ccccn12)N1CCN(c2ccccc2F)CC1
2. Cc1ccsc1/C=N/Nc1ccc(Cl)nn1
3. COc1ccccc1NC(=O)c1ccc(NC(=O)CN2CCCC2)cc1
4. CCNC(=O)CSc1nnc(-c2cccc(S(=O)(=O)N(CC)CC)c2)n1CCc1ccccc1
5. C[C@@H]1CN([C@H](C)CO)S(=O)(=O)c2ccc(C#CC(C)(C)O)cc2O[C@@H]1CN(C)C(=O)C1CCCCC1
6. COc1ccc(S(=O)(=O)N(C)C[C@@H]2OCCCC[C@@H](C)Oc3ccc(NS(=O)(=O)c4cn(C)cn4)cc3C(=O)N([C@H](C)CO)C[C@@H]2C)cc1
assay / compound	1	2	3	4	5	6
S100A4 inh HTS	7	2	-2	-8	0	-9
PGC1a acetyl inh	·	13	·	0	-2	-3
Xi reactivation	0.1	-0.1	-0.2	·	-1.3	0.3
LGR2 inh	·	-25	-16	0	5	18
Cneo AK release	5	-3	-2	0	0	10
Statin myotox sup	·	0	-3	9	-5	·
ERAP1 HTS inh	2	-2	2	-5	-1	0
SIRT5 inh	-1	-2	-4	1	-1	-6

7. C[C@@H]1CN([C@H](C)CO)C(=O)c2cccc(NC(=O)NC3CCCCC3)c2O[C@@H]1CN(C)C(=O)Nc1ccccc1
8. O=C(Nc1nccs1)c1ccc(COc2ccccc2)o1
9. COc1cccc(C(c2sc3ncnn3c2O)N2CC(C)OC(C)C2)c1 (stereo unspecified)
10. COc1ccc(S(=O)(=O)NCCc2ccccn2)cc1
11. COc1ccc(CCNc2ccc(S(=O)(=O)N3CCN(C)CC3)cc2[N+](=O)[O-])cc1
12. C=CCNc1oc(-c2cccc(Cl)c2)nc1C#N
assay / compound	7	8	9	10	11	12
S100A4 inh HTS	20	0	-16	2	1	-2
PGC1a acetyl inh	2	-6	·	-6	·	·
Xi reactivation	-1.4	0.3	0.0	0.0	-0.1	0.0
LGR2 inh	-26	-33	0	-26	6	17
Cneo AK release	2	-1	2	-2	1	-11
Statin myotox sup	3	8	-18	0	-8	-9
ERAP1 HTS inh	0	·	-2	-1	1	1
SIRT5 inh	3	-2	-3	·	3	-7

One compound at a time (already shown).
C=CCNc1oc(-c2cccc(Cl)c2)nc1C#N is listed as S100A4 inh HTS = -2; PGC1a acetyl inh = ·; Xi reactivation = 0.0; LGR2 inh = 17; Cneo AK release = -11; Statin myotox sup = -9; ERAP1 HTS inh = 1; SIRT5 inh = -7
COc1cccc(C(c2sc3ncnn3c2O)N2CC(C)OC(C)C2)c1 (stereo unspecified) is listed as S100A4 inh HTS = -16; PGC1a acetyl inh = ·; Xi reactivation = 0.0; LGR2 inh = 0; Cneo AK release = 2; Statin myotox sup = -18; ERAP1 HTS inh = -2; SIRT5 inh = -3

(listing goes on)
13. O=C(CC(=O)NC1CCCCC1)N/N=C/c1ccccc1F
14. O=S(=O)(c1ccc(SCc2c(F)cccc2Cl)nc1)N1CCCC1
15. Cc1noc(C)c1S(=O)(=O)N(C)C[C@H]1OCc2cn(nn2)CCCC(=O)N([C@@H](C)CO)C[C@@H]1C
16. Cc1ccc2oc(/N=C(\N)NC(=O)C3CC3)nc2c1
17. COc1cc(CCC(=O)OCC(=O)Nc2c(Cl)cccc2Cl)cc(OC)c1OC
18. O=C(Nc1ccc(F)cc1)N[C@@H]1C=C[C@H](CC(=O)N2CCCCC2)O[C@@H]1CO
assay / compound	13	14	15	16	17	18
S100A4 inh HTS	-1	1	3&11	-4	0	28
PGC1a acetyl inh	·	2	-14	4	-5	2
Xi reactivation	0.1	0.2	-0.1&0.1	0.0	0.1	-0.7
LGR2 inh	19	9	8	·	5	0
Cneo AK release	·	0	0&-2	-3	2	-5
Statin myotox sup	·	9	-1&1	-40	-12	10
ERAP1 HTS inh	0	5	-2&-3	1	-2	-2
SIRT5 inh	0	·	-1&0	-4	-1	-1

19. COCCn1cc(C(=O)NCc2ccco2)c2c3ccccc3n(C)c2c1=O
20. Cc1nc2c(-c3ccccc3)cnn2c(N)c1-c1ccccc1
21. CCc1cccc(CC)c1NC(=O)CSc1nnc(C2CC2)n1N
22. Cc1ccc(CC(=O)O/N=C(\N)Cc2ccc([N+](=O)[O-])cc2)cc1
23. Brc1ccc2nc(-c3ccc(CN4CCC5(CC4)CNc4ccccc45)cc3)c(-c3ccccc3)nc2c1
24. Cc1cc(C)cc(C(=O)OCC(=O)NCCNC(=O)COC(=O)c2cc(C)cc(C)c2)c1
assay / compound	19	20	21	22	23	24
S100A4 inh HTS	-6	-1	1	-4	0	-1
PGC1a acetyl inh	-5	·	-5	·	·	5
Xi reactivation	0.1	0.0	0.1	0.2	0.0	-0.1
LGR2 inh	-2	57*	-12	10	-33	3
Cneo AK release	·	1	-1	·	·	-2
Statin myotox sup	5	-79	-1	·	·	-12
ERAP1 HTS inh	5	11	-2	-2	-6	5
SIRT5 inh	0	-4	-4	0	-1	2

Molecules from the list above containing an aryl methoxy group, in the order listed:
3. COc1ccccc1NC(=O)c1ccc(NC(=O)CN2CCCC2)cc1
6. COc1ccc(S(=O)(=O)N(C)C[C@@H]2OCCCC[C@@H](C)Oc3ccc(NS(=O)(=O)c4cn(C)cn4)cc3C(=O)N([C@H](C)CO)C[C@@H]2C)cc1
9. COc1cccc(C(c2sc3ncnn3c2O)N2CC(C)OC(C)C2)c1 (stereo unspecified)
10. COc1ccc(S(=O)(=O)NCCc2ccccn2)cc1
11. COc1ccc(CCNc2ccc(S(=O)(=O)N3CCN(C)CC3)cc2[N+](=O)[O-])cc1
17. COc1cc(CCC(=O)OCC(=O)Nc2c(Cl)cccc2Cl)cc(OC)c1OC
assay / compound	3	6	9	10	11	17
S100A4 inh HTS	-2	-9	-16	2	1	0
PGC1a acetyl inh	·	-3	·	-6	·	-5
Xi reactivation	-0.2	0.3	0.0	0.0	-0.1	0.1
LGR2 inh	-16	18	0	-26	6	5
Cneo AK release	-2	10	2	-2	1	2
Statin myotox sup	-3	·	-18	0	-8	-12
ERAP1 HTS inh	2	0	-2	-1	1	-2
SIRT5 inh	-4	-6	-3	·	3	-1

New compounds follow.
25. C[C@@H]1CN([C@@H](C)CO)C(=O)c2cc(C#CC3(O)CCCC3)cnc2O[C@H]1CN(C)C(=O)Cc1cccnc1
26. CC(Sc1cccc[n+]1[O-])C(=O)Nc1ccc([N+](=O)[O-])cc1Cl (stereo unspecified)
27. COc1ccc(NC(=O)Nc2ccc3c(c2)C(=O)N([C@@H](C)CO)C[C@H](C)[C@H](CN(C)Cc2ccc(C(=O)O)cc2)OCCCC[C@@H](C)O3)cc1
28. O=C(O)c1ccccc1C(=O)N1N=C(c2ccccc2)CC1c1ccccc1O (stereo unspecified)
29. Nc1ccc(Oc2ncccn2)cc1
30. CCOC(=O)C1CCN(CCCSc2ccc(Cl)cc2)CC1
assay / compound	25	26	27	28	29	30
S100A4 inh HTS	5	-1	12	-7	-3	-6
PGC1a acetyl inh	-17	-3	10	5	-6	2
Xi reactivation	-0.1	0.5	0.1	0.3	0.0	0.0
LGR2 inh	-17	4	-12	-49	-1	8
Cneo AK release	3	·	55	1	-1	12
Statin myotox sup	-1	·	·	10	2	-8
ERAP1 HTS inh	-2	2	1	2	2	-5
SIRT5 inh	-3	-3	·	-8	1	0

31. COc1ccc(/C=N/NC(=O)c2cccnc2)cc1COc1ccc([N+](=O)[O-])cc1
32. N#Cc1cccc(-c2ccc([C@@H]3[C@@H](CO)N4CCCCN(C(=O)Nc5cccc(F)c5)C[C@@H]34)cc2)c1
33. CCC(=O)N(C)C[C@@H]1Oc2ncc(-c3ccc(F)cc3)cc2C(=O)N([C@@H](C)CO)C[C@H]1C
34. C[C@H](CO)N1C[C@H](C)[C@H](CN(C)C(=O)Nc2ccc(F)cc2)Oc2ccc(NS(=O)(=O)c3cccs3)cc2CC1=O
35. Cc1noc(C)c1NC(=O)Nc1ccc2c(c1)CC(=O)N([C@@H](C)CO)C[C@@H](C)[C@H](CN(C)Cc1ccc3c(c1)OCO3)O2
36. CCC(C)(C)C1CCc2[nH]nc(C(=O)NCCNC(=O)OC(C)(C)C)c2C1 (stereo unspecified)
assay / compound	31	32	33	34	35	36
S100A4 inh HTS	-4	-6	6	11	-7	0
PGC1a acetyl inh	13	-7	8	6	0	·
Xi reactivation	0.0	0.0	-1.2	0.0	-0.6	0.3
LGR2 inh	13	7	-5	-16	-11	-2
Cneo AK release	-1	7	1	0	-1	4
Statin myotox sup	-31	-75	0	4	-3	-1
ERAP1 HTS inh	·	2	0	-1	1	0
SIRT5 inh	1	2	0	-1	0	-3

37. O=C(NC(=S)N1CCN(c2ccc([N+](=O)[O-])cc2)CC1)c1ccccc1F
38. COc1ccc2c(c1)CCc1c(C(=O)Nc3ccn(Cc4ccc(C)cc4)n3)noc1-2
39. C[C@H]1CN([C@@H](C)CO)C(=O)c2cc(C3=CCCCC3)cnc2O[C@H]1CN(C)C(=O)c1ccncc1
40. Cc1ccc(NC(=S)NCc2ccc(Cl)cc2)c(OC(F)F)c1
41. COCC(=O)N[C@@H]1CC[C@@H](CC(=O)NCc2ccccc2OC)O[C@@H]1CO
assay / compound	37	38	39	40	41
S100A4 inh HTS	5	-5	4	-12	1
PGC1a acetyl inh	·	1	-2	·	38
Xi reactivation	0.4	·	-0.9	0.4	-0.1
LGR2 inh	-4	·	10	-1	79*
Cneo AK release	·	-3	6	344*	4
Statin myotox sup	·	-54	12	-12	8
ERAP1 HTS inh	9	0	2	5	4
SIRT5 inh	-6	-4	-3	0	-1

Compound activity: PubChem, Broad Institute
